HSP90 inh: HSP90 inhibitors, primary screen, cell lysate, luminescence; inhibition, % at 5.6 µM; Heat shock protein HSP 90 (rabbit reticulocyte lysate; luciferase refolding); Rabbit reticulocyte lysate, luciferase refolding luminescence, 3 h; 290,000 compounds, 0.91% hits;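 active = inhibition above the screen-wide mean plus 3 SD, computed separately per campaign, cut at about 16% in these data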;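 note: 0% = DMSO wells and 100% = 60 µM geldanamycin wells; inhibitors lower the luminescence because luciferase stays unfolded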
GSK3 alpha inh: blockers of GSK3A enzyme activity – biochemical, luminescence, cell-free homogeneous, HTS, primary screen. GSK-3 alpha kinase, ADP-Glo luminescence, 60 min. inhibition, % at 10 µM. AID 2650, 2010. 320,000 compounds, 0.1% hits. Glycogen synthase kinase-3 alpha (Homo sapiens), P49840;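 in the data active = inhibition above about 50%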;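 note: GST-tagged GSK-3 alpha with peptide substrate and 25 µM ATP; 0% = DMSO neutral wells and 100% = GW8510 positive control wells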
Target sequence (P49840 whole entry, looked up): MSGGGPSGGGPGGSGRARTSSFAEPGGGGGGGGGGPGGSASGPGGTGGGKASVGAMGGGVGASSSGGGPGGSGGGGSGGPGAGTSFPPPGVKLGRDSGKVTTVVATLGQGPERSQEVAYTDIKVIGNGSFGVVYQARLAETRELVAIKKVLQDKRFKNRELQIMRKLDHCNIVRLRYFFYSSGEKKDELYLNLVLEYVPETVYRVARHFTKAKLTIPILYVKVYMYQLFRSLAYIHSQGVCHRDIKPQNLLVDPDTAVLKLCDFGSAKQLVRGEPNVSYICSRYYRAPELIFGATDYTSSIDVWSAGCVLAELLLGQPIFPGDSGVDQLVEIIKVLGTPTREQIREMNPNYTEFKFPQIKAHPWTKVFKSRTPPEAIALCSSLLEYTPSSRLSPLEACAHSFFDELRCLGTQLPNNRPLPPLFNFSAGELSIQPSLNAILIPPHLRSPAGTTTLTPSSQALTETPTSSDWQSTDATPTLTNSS
aSyn 5UTR inh: MLPCN primary screen, SNCA 5' untranslated region; alpha-synuclein 5'UTR reporter, inhibitor activity; inhibition, % (tested at 7.5 µM); 300,000 compounds, 0.82% hits; AID 1813, 2009; in the data active = inhibition above about 60%; inconclusive = no clear call, values can overlap the other calls;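 note: H4 neuroglioblastoma cells stably carrying SNCA 5'UTR luciferase fusion; 0% = DMSO wells and 100% = positive control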
HSF1 activator: HSF-1 activators, primary screen, NIH3T3-HGL cells, MG132 stress, luminescence, single point; NIH3T3-HGL HSF-1 luciferase reporter, 8 h; 100% = twice DMSO control signal; activation, % at 9 µM; 300,000 compounds, 1.7% hits; AID 504408, 2011;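 active = mean replicate activation of at least 50% with a set share of replicates each reaching 50%; inconclusive = only one of those two conditions met; inactive = mean below 50% and too few replicates reaching it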;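 note: 0% = median of the neutral control wells and 100% = twice that signal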
IEC-6 cytotox: cytotoxicity in IEC-6 intestinal epithelial cells, primary screen, cytotoxicity control for KLF5 inhibitor project, cell-based, luminescence. IEC-6 cytotoxicity, luminescence viability. 290,000 compounds, 0.78% hits. inhibition, % at 5 µM; in the data active = inhibition above about 22%;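 note: 0% = plate median of test compound wells and 100% = cytotoxic reference compound wells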
HSF1 inhib: HSF1 inhibitors in luciferase reporter cells, primary screen, cell-based, NIH3T3, luminescence | NIH3T3-HGL HSE-luciferase, MG132-induced, luminescence 8 h; stronger effect = lower value | activity change, negative = inhibition, % at 7.5 µM (by protocol) | 300,000 compounds, 0.77% hits;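 active = more than half of replicate wells show activity change below -50%, luminescence cut by over half; inconclusive = some wells, but at most half, below -50%; inactive = no replicate well below -50%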;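 note: luciferase reports HSF-1 transcriptional activity via heat shock element; 0% = median of DMSO wells and -100% = zero luminescence signal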
DYRK1A inh: rat Dyrk1A kinase inhibitors, primary screen, biochemical, single point, plate reader | ADP-Glo luminescence, NFATc1 peptide | inhibition, % at 12.5 µM | 310,000 compounds, 0.43% hits | AID 504441, 2011; in the data active = inhibition above about 50%;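 note: plate controls were vehicle with enzyme for no effect and no enzyme for full effect; many of its hits are not listed in these tables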
GSK3beta inhib: human GSK3beta kinase inhibitors, primary screen, biochemical, cell-free homogeneous, HTS. Glycogen synthase kinase-3 beta (Homo sapiens), P49841. GST-GSK3beta kinase, ADP-Glo luminescence, 60 min; stronger effect = lower value. activity score (negative = inhibition), % at 10 µM. 300,000 compounds, 0.038% hits. AID 2097, 2009;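 active = more than half of replicate wells score below -50%, meaning over 50% inhibition versus plate controls; inconclusive = some replicates but at most half score below -50%; inactive = no replicate scores below -50%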;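 note: 0% = median DMSO wells and -100% = median GW8510 positive control wells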
Target sequence (P49841 whole entry, looked up): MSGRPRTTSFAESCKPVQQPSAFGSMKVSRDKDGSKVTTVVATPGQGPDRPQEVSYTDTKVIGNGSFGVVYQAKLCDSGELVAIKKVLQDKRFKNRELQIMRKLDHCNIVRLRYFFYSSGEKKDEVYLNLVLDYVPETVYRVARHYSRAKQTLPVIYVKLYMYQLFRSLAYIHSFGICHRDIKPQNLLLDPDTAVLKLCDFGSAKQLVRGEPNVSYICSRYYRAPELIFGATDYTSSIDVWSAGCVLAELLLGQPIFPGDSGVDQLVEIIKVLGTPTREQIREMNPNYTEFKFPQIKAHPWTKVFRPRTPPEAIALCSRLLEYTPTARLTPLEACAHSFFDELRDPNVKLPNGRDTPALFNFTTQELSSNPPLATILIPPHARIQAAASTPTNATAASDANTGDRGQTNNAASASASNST
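Assay system: GST-fused GSK3beta enzyme, cell-free / Medium: Tris pH 7.5 buffer with MgCl2, DTT, BSA, heparin / Also added: peptide substrate plus 25 µM ATP (final) / Compound: 10 µM single point / Timing: kinase reaction with compound 60 min at room temperature / Detection: ADP-Glo luminescence / Benchmarks: DMSO neutral wells and GW8510 at 20 µM as positive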
KLF5 inh: KLF5 expression inhibitors, primary screen, DLD-1 cells, luminescence; DLD-1 KLF5 promoter-luciferase reporter; inhibition, % at 5 µM; 290,000 compounds, 0.23% hits;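 active = inhibition above a per-plate limit of that plate's mean compound inhibition plus 3 SD, cut at about 60% in these data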;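 note: 0% = DMSO wells and 100% = LY294002 at 200 µM; higher means less KLF5 promoter-driven luciferase light; inactives centre near -14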
Platelet DG rel: inhibitors of platelet dense granule secretion, primary screen, cell-based, MLPCN, human platelets; AID 1663, 2009; human platelet-rich plasma, SFLLRN dense granule ATP release, luminescence; 300,000 compounds, 0.22% hits; inhibition, %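 (compounds screened at 7.5 µM in platelet-rich plasma)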;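 active = mean replicate score, as percent of positive control, at or above 50; inconclusive = mean below 50 but at least one replicate at or above 50; inactive = mean and every replicate below 50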
An asterisk follows results filed as active; ? = inconclusive; . = no result given.

SMILES | HSP90 inh | GSK3 alpha inh | aSyn 5UTR inh | HSF1 activator | IEC-6 cytotox | HSF1 inhib | DYRK1A inh | GSK3beta inhib | KLF5 inh | Platelet DG rel
CCOC(=O)c1nn(-c2cc(C(=O)OC)cc(C(=O)OC)c2)cc1O | 0 | 0 | 16 | 8 | 1 | -4 | -7 | 3 | -4 | 5
NC(=O)c1nsc(C(=O)N(Cc2ccco2)C(C(=O)NCC2CCCO2)c2ccc(O)cc2)c1N (stereo not drawn) | -5 | 1 | 10 | -4 | 1 | -16 | 0 | 2 | -10 | -13
COc1ccccc1CCNC(=O)c1cccc(S(=O)(=O)NCc2ccccc2)c1 | . | 0 | 1 | -11 | . | 1 | 7 | 1 | . | -1
CC(c1ccncn1)N(C)Cc1nc(Cc2ccccc2F)no1 (stereo not drawn) | -3 | -3 | -8 | -3 | -1 | -9 | 15 | 5 | -29 | 3
Nc1ccc(O)c(C(=O)O)c1 | . | 3 | 7 | -2 | . | -3 | . | 2 | . | 5
Cc1cccc(N2Cc3ccc(Br)cc3C2)c1 | . | 0 | -125 | 36 | . | 12 | 0 | 2 | . | 0
CCc1c(C(=O)N/N=C/c2cn[nH]c2-c2ccc(F)cc2)csc1C | -1 | 1 | 27 | 15 | -3 | 2 | 2 | 1 | -13 | -1
CCC(=O)Nc1ccc(C(=O)NNC(=O)c2ccc(Cl)cc2)cc1 | -1 | . | 4 | 7 | 2 | -1 | 1 | -2 | -7 | 4
Cc1cccc(-c2noc(CNC(=O)COc3ccccc3C)n2)c1 | -5 | -3 | 21 | 2 | -9 | -1 | 8 | -1 | -1 | -8
CCc1ccc(NS(=O)(=O)c2c(C)noc2C)cc1 | -1 | -1 | 1 | 2 | 3 | -5 | 2 | 0 | 2 | 11
Nc1nc(NCC2CCCO2)nc(Nc2cccc(Cl)c2)c1[N+](=O)[O-] (stereo not drawn) | 4 | 3 | 28 | 18 | 0 | 0 | -5 | 2 | -7 | -10
O=C(CCS(=O)(=O)c1ccc(Br)cc1)NCCc1ccc(Cl)cc1 | -1 | -1 | 10 | 48 | -9 | 4 | -4 | -1 | -49 | 24
CCOC(=O)N1CCN(CC(O)COc2ccccc2C(C)(C)C)CC1 (stereo not drawn) | 5 | -3 | 14 | 9 | 11 | -6 | -1 | 2 | -1 | -7
CCN(CC)CCCn1c2c(c(SCC(=O)Nc3ccccc3Cl)nc1=O)CCC2 | . | -3 | -19 | 6 | . | -3 | -6 | -1 | . | -4
O=C(Cn1cc(S(=O)(=O)Cc2ccccc2F)c2ccccc21)N1CCOCC1 | 2 | 2 | 10 | 6 | -9 | 2 | 6 | 3 | -39 | -14
CCN=C1SC(CC(=O)NC(C)C)C(=O)N1CC (stereo not drawn) | 1 | -2 | 11 | -6 | 0 | -5 | -5 | 6 | -32 | -3
CCN(CC)C(=O)CN(c1cccc(C(F)(F)F)c1)S(C)(=O)=O | 0 | -3 | 13 | 2 | -1 | -2 | -7 | 2 | -14 | 6
CC(/C=N/n1c(-c2cccnc2)n[nH]c1=S)=C\c1ccco1 | -2 | -1 | 4 | -1 | -3 | 2 | 3 | 3 | -28 | -10
CC(=O)Nc1ccccc1NC(=O)C/C(C)=N/NC(=O)C(=O)N1CCCCC1 | -1 | -1 | 26 | -14 | -5 | -6 | 1 | 1 | -31 | 1
C#CCOCCOCCOCCNc1nc(N2CCN(C(=O)C([C@@H](C)CC)n3cc(C(N)CC(C)C)nn3)CC2)nc(N2CCN(C(=O)[C@H](CCC(=O)O)n3cc(C(N)[C@H](C)CC)nn3)CC2)n1 (stereo partly drawn) | -4 | 0 | 6 | 27 | -3 | 12 | -1 | -5 | -17 | -20
Cn1c(=O)c(S(=O)(=O)C(C)(C)C)c(O)c2ccccc21 | 1 | -2 | -16 | -4 | -9 | 6 | 1 | 4 | -3 | 0
CN1CCN(C(=O)c2cc3c(s2)-c2ccccc2S(=O)(=O)C3)CC1 | -4 | 4 | -11 | 5 | 3 | -1 | 17 | 1 | -33 | 0
CC(=O)c1cccc(NC(=O)Cn2cnc(S(=O)(=O)N3CCC(C)CC3)c2)c1 | -2 | 2 | -6 | 4 | 1 | -4 | -2 | 3 | 1 | 2
CCCCNC(=O)C(=O)NCc1ccncc1 | -1 | -1 | 12 | 2 | 7 | -2 | . | 3 | -15 | 15
CCn1c(COC(=O)CNC(=O)c2ccccc2)nc2cc(S(=O)(=O)N(C)C)ccc21 | . | -1 | 1 | -17 | . | -2 | -1 | 1 | . | 3

Remaining list, next part
SMILES | HSP90 inh | GSK3 alpha inh | aSyn 5UTR inh | HSF1 activator | IEC-6 cytotox | HSF1 inhib | DYRK1A inh | GSK3beta inhib | KLF5 inh | Platelet DG rel
O=C(c1ccccn1)c1ncc(C(F)(F)F)cc1Cl | -1 | -1 | -2 | 20 | 2 | -7 | -4 | -1 | -38 | -1
CC(=O)c1cccc(OCc2cc(C(=O)N3CCC(N4CCCCC4)CC3)no2)c1 | -2 | 0 | -1 | 6 | -7 | -2 | 7 | -1 | -23 | 8
COc1ccc(NC(=O)NNC(=O)COc2ccc3ccccc3c2)cc1OC | -5 | -1 | 11 | 1 | -9 | -2 | -2 | 2 | -29 | -5
COc1ccccc1Oc1coc2c(CN(C)C)c(O)ccc2c1=O | -2 | 0 | 10 | -11 | 5 | -4 | 0 | 2 | 2 | 16
CC(C)c1cc(CNC(=O)C2CCC(=O)N(CCc3ccc(Cl)cc3)C2)on1 (stereo not drawn) | -1 | -2 | 17 | 6 | -6 | 1 | -1 | 0 | -24 | 3
CCCC(=O)C1=C(O)C(C(=O)OC)C(C)(C)CC1=Nc1ccc(C)cc1 (stereo not drawn) | -6 | -3 | 36 | -16 | -3 | -1 | -3 | 2 | -18 | -6
O=C(Nc1cc(F)ccc1F)C1CCCN1S(=O)(=O)c1cccc2nsnc12 (stereo not drawn) | -1 | 5 | -14 | 7 | 5 | 2 | -1 | 0 | -32 | 3
CC1=C(C(=O)OCc2ccccc2)C(c2ccc(Cl)cc2Cl)NC(=O)N1CCCCCC(=O)O (stereo not drawn) | -1 | -3 | 27 | -6 | 3 | 11 | . | 1 | -19 | 1
O=C(CSc1nnc(-c2ccccn2)n1Cc1ccco1)c1ccc(-c2ccccc2)cc1 | 2 | -3 | -7 | ? | 2 | 42 | 0 | -2 | -10 | 2
O=C(NCC(c1cccnc1)N1CCN(c2ccccc2F)CC1)c1ccco1 (stereo not drawn) | -2 | -2 | -7 | -5 | -11 | 6 | 0 | 4 | -26 | 0
Cc1ccc(S(=O)(=O)/N=C(\N)Nc2nc(C)c3ccc(C)cc3n2)cc1 | 1 | -3 | 4 | -3 | 11 | 2 | 4 | 0 | -20 | 3
CCOc1ccc(-c2c[n+](=O)c3c(n2[O-])CCCC3)c(OCC)c1 | 1 | 1 | -1 | 31 | 2 | 0 | 5 | -4 | -36 | -2
CCCCCN=Cc1c(C)[nH]n(-c2nc3ccccc3s2)c1=O | 26* | 0 | 62* | -8 | 45* | -8 | 4 | 3 | -39 | 1
CC(C(=O)Nc1ccc(S(=O)(=O)N2CCOCC2)cc1)N(c1ccccc1)S(C)(=O)=O (stereo not drawn) | -3 | -2 | 11 | 50 | 4 | 14 | 1 | 0 | -38 | -7
CCOc1ccccc1N1CC(C(=O)Nc2nccs2)CC1=O (stereo not drawn) | -5 | 9 | 11 | -2 | 0 | -9 | 7 | -4 | -49 | 52*
CCN1CCc2nc(NC(=O)c3cc(F)c(F)cc3Cl)sc2C1 | 1 | -3 | -49 | 30 | -1 | 7 | . | 0 | -32 | -16
c1ccc(Oc2cccc(Oc3ccccc3)n2)cc1 | . | 7 | -17 | 13 | . | 5 | 4 | -2 | . | 4
C=CCNC(=S)NCC1COc2ccccc2O1 (stereo not drawn) | 6 | -1 | -11 | -9 | -1 | -2 | -3 | 1 | -40 | 8
C/C=C/C(O)c1ccc2ccccc2c1 (stereo not drawn) | -3 | -2 | -23 | 0 | -1 | -1 | . | 5 | 9 | 1
C=CCn1c(SCC(=O)N2CCOCC2)nc2ccccc2c1=O | 4 | 6 | -7 | -3 | 6 | -2 | 4 | 2 | -15 | -9
c1ccc(N2CCN(c3nc4cc5c(cc4s3)OCO5)CC2)cc1 | 1 | -1 | -142 | 72* | 0 | 48 | 3 | -1 | -30 | 0
CC(=O)Nc1ccc2c(c1)n(C)c(=O)n2C | 8 | -3 | 20 | 2 | 4 | -1 | 1 | 0 | -21 | 0
OC1CSc2nc3ccccc3n2C1 (stereo not drawn) | -1 | -1 | -3 | 15 | -6 | 1 | 5 | -1 | -33 | 4
COc1ccccc1NC(=O)C1C2C=CC(O2)C1C(=O)O (stereo not drawn) | 3 | 1 | 5 | -10 | -2 | 1 | . | 4 | -27 | 2
COc1ccc(-c2nc3oc4cc(OC)ccc4c(=O)c3c(=O)n2Cc2ccco2)cc1 | 3 | 6 | 0 | -9 | -1 | 6 | 2 | 4 | 2 | -7
CC(=O)c1ccc(NC(=O)CSc2cn[nH]n2)cc1 | 1 | 0 | 7 | 0 | -2 | 0 | -2 | -2 | -22 | -8
Nc1ccc(C(=O)OCC(=O)NC2CC2)cc1[N+](=O)[O-] | -5 | -4 | 8 | 0 | 1 | -2 | 1 | 0 | -24 | -4
CC(C)(C)c1ccc(S(=O)(=O)NC(Cc2ccccc2)C(=O)O)cc1 (stereo not drawn) | -5 | -7 | 4 | -4 | -4 | -2 | -4 | 6 | -12 | -3
COc1ccc(C(C)C)cc1S(=O)(=O)NCCCn1ccnc1 | -2 | -1 | 9 | 2 | -6 | -4 | 5 | -3 | -42 | 5
COc1ccc(S(=O)(=O)N2CC(C)N(C(=O)N(C)C)C2C)cc1 (stereo not drawn) | 0 | -2 | -10 | 6 | -3 | -3 | 2 | -1 | -22 | 2

Some of the compounds tested; the hit share may differ from the screen's.
